MPTP inh – blocks calcium-induced mitochondrial swelling | 360,000 tested, 1.4% active | inhibition, % at 10 µM | isolated mouse mitochondria, Ca2+ swelling absorbance, 30 min;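 active = inhibition of 50% or more, scaled per plate between neutral and stimulator controls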;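 also: 0% = DMSO wells given calcium and 100% = 1 mM EGTA wells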
hIAP act – increases human intestinal alkaline phosphatase activity | 330,000 tested, 0.16% active | purified human IAP, CDP-Star luminescence, 30 min; stronger effect = higher value; 1 = vehicle-only enzyme, 0 = enzyme-free background | AID 2524 | activation factor at 10 µM | P09923;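 active = activation factor of the enzyme at least 2-fold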; also: the source names both 10 and 20 µM as test concentration; values of inactives mirror those of a sister screen read the other way
Target sequence (P09923 whole entry, looked up): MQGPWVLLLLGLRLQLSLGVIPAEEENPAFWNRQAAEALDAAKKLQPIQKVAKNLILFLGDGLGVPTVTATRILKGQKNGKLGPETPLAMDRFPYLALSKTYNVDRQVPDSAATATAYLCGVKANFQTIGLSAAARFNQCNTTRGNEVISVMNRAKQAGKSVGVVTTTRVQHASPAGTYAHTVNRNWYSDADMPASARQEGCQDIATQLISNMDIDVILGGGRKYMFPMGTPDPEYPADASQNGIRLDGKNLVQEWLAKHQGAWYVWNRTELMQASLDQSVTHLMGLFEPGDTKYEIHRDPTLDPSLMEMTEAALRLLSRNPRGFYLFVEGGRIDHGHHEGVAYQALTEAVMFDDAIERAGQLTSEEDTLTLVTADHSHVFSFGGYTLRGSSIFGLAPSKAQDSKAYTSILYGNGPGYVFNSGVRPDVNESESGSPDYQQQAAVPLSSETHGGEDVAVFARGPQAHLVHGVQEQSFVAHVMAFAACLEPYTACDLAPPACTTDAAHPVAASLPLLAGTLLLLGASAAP
GRIN3A LBD mod – modulates the human NR3A ligand-binding domain. Tm shift relative to glycine control, % at 25 µM. 340,000 tested, 2.5% active. AID 1259313. NR3A LBD differential scanning fluorimetry, Tm shift; 0% = protein alone, 100% = glycine-bound protein;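 active = melting temperature shift of at least 10% of the positive control shift, at one fixed dose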
mIAP inh – blocks mouse intestinal alkaline phosphatase | 330,000 tested, 0.2% active | inhibition, % at 10 µM | purified mouse IAP, CDP-Star luminescence, 30 min | AID 2806;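 active = inhibition of at least 40% at 10 µM in the primary screen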;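 also: plate controls were DMSO with enzyme for no effect and no enzyme wells for full effect; values of inactives mirror those of a sister screen read the other way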
mIAP act – increases mouse intestinal alkaline phosphatase activity; activation factor at 10 µM; AID 2805; muIAP, CDP-Star luminescence, 30 min; stronger effect = higher value; 1 = vehicle-only enzyme signal, 0 = enzyme-free wells; 330,000 tested, 0.24% active;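 active = activation factor of at least 2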; also: the source names both 10 and 20 µM as test concentration; values of inactives mirror those of a sister screen read the other way
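Assay system: mouse IAP enzyme; reagent: chemiluminescent substrate CDP-Star; dosing: test compounds delivered from DMSO solution; schedule: 30 min at room temperature; measured by: luminescence from enzymatic CDP-Star hydrolysis; controls: DMSO-only wells and no-enzyme negative control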
hIAP block – human IAP inhibition; P09923; 330,000 tested, 0.12% active; inhibition, % at 10 µM; purified IAP, CDP-Star luminescence, 30 min;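 active = inhibition reaching a set limit with compound at 10 µM in the primary screen, cut at about 35% in these data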;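 also: plate controls were DMSO wells with enzyme for no effect and no-enzyme buffer wells for full effect; values of inactives mirror those of a sister screen read the other way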
A3G deaminase – APOBEC3G (human) deaminase inhibition; Q9HC16; recombinant A3G, ssDNA deamination FAM/TAMRA fluorescence; inhibition, % at 20 µM; 330,000 tested, 0.28% active; AID 493012;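 active = inhibition of at least 40% at 20 µM, with no more than 30% in the related APOBEC3A deaminase screen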;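 also: plate controls were DMSO wells with A3G for no effect and wells lacking A3G enzyme for full effect; some compounds called inactive have numbers as strong as hits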
beta cell repl – inducers of beta-cell replication in MIN6 cells | MIN6 cells proliferation, ATPlite luminescence, 48 h; cells starved in 0.2% serum; 100% = growth in 10% serum | proliferation, % at 10 µM | 330,000 tested, 0.29% active | AID 2380;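 active = compounds whose signal lies at least 3.5 SD above the mean of all wells on their plate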;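 also: 0% = DMSO-treated cells in low-serum medium and 100% = 10% serum control; some compounds called inactive have numbers as strong as hits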
APOBEC3A inh – inhibitors of human APOBEC3A DNA deaminase; recombinant A3A, FAM/TAMRA ssDNA deamination fluorescence; P31941; inhibition, % at 20 µM; 330,000 tested, 0.41% active;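 active = at least 40% inhibition at 20 µM here, with at most 30% in a related deaminase screen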;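 also: plate controls were A3A with DMSO for no effect and wells lacking A3A enzyme for full effect; some results filed as inactive read as strong as hits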
Target sequence (P31941 whole entry, looked up): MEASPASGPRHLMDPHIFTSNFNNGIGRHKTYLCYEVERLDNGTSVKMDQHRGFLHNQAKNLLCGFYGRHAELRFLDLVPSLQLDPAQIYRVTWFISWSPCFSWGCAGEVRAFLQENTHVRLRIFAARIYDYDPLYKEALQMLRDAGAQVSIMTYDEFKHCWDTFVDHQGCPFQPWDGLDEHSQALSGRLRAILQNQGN
* hit, by the source's call; . = not tested or not shown.

SMILES | MPTP inh | hIAP act | GRIN3A LBD mod | mIAP inh | mIAP act | hIAP block | A3G deaminase | beta cell repl | APOBEC3A inh
O=C(Nc1ccc(-c2csc(-c3ccccc3)n2)cc1)c1ccccc1Cl | 3.2 | 1.1 | -2 | -9 | 1.1 | -9 | 6 | -2 | 1
Cc1cc(C)cc(NC(=O)C2CCCN(S(=O)(=O)c3cnc[nH]3)C2)c1 (stereo unspecified) | -0.6 | 1.1 | -5 | -3 | 1 | -15 | -3 | -1 | 3
Cc1nc2ccccc2c(=O)n1CCCO | 2.4 | 1 | -2 | 12 | 0.89 | -3 | -10 | 0 | 1
C=CCn1cnc2scc(-c3ccc(OC)cc3)c2c1=O | 0.2 | 1.1 | 1 | 9 | 0.91 | -13 | -6 | -3 | -1
Cc1cc2c(c(C)c1Cl)C(c1ccc3c(c1)OCO3)CC(=O)O2 (stereo unspecified) | -1.6 | . | 5 | -10 | 1.1 | . | -1 | . | 1
CCCCOC(=O)/C=C/c1c(C)[nH]c(=O)[nH]c1=O | -0.4 | 0.99 | -1 | 6 | 0.94 | 1 | -2 | -1 | 5
COc1cc(-c2nnc(COc3ccc4ccccc4c3)o2)cc(OC)c1OC | 9.1 | 0.92 | -1 | -10 | 1.1 | 8 | -5 | -4 | -4
COc1ccc(CNC(=O)C(CC(C)C)NC(=O)c2ccccc2C)cc1 (stereo unspecified) | 0.2 | 1.2 | -6 | 7 | 0.93 | -24 | -5 | 1 | -4
COc1cc(/C=N/NC(=O)c2cccc(C(=O)N/N=C/c3ccc(O)c(OC)c3)n2)ccc1O | -0.6 | 1.8 | -2 | 10 | 0.9 | -80 | -23 | -1 | 3
O=C(CCCN1C(=O)C(c2ccccc2)Oc2cccnc21)NCc1ccccc1F (stereo unspecified) | -0.3 | 0.94 | -1 | 2 | 0.98 | 6 | 2 | 7 | 1
O=C(c1ccc2c(c1)N(Cc1ccc(F)cc1)C(=O)CS2)N1CCOCC1 | -1.4 | 0.98 | 0 | 5 | 0.95 | 2 | -1 | -2 | 0
CCN(CC(=O)Nc1c(F)cccc1F)C(=O)Cc1ccccc1 | -2.1 | 0.99 | 0 | 7 | 0.93 | 1 | -11 | 3 | -2
c1ccc(-c2noc(CN3CCN(C(c4ccccc4)c4ccccc4)CC3)n2)cc1 | 2.1 | 1.1 | -2 | -4 | 1 | -15 | -2 | -4 | 0
CCOC(=O)c1oc2ccccc2c1NC(=O)Cc1cccs1 | -0.2 | 1.1 | 1 | -2 | 1 | -14 | -3 | -1 | 2
CN(CC(=O)Nc1ccc(Cl)c(C(F)(F)F)c1)C(=O)Cn1cc([N+](=O)[O-])ccc1=O | -0.6 | 1.2 | -1 | 5 | 0.95 | -20 | 0 | -1 | 24
CCOC(=O)NCCc1ccc(OC)cc1 | 0.4 | 1 | 0 | 5 | 0.95 | -3 | -6 | -3 | -3
Cc1c(NS(=O)(=O)c2ccc(Cl)c(C(=O)OC(C)C(=O)N3CCOCC3)c2)c(=O)n(-c2ccccc2)n1C (stereo unspecified) | -1.8 | 0.91 | -2 | 2 | 0.97 | 9 | -3 | -1 | 1
O=C(c1cccc(Cl)c1)C1CCCN(C(=O)c2ccoc2)C1 (stereo unspecified) | 1.6 | 1 | -1 | 0 | 1 | -1 | 0 | 0 | 1
CCC(=O)NCC(c1cccs1)S(=O)(=O)c1ccc(C)cc1 (stereo unspecified) | 0.7 | 1 | -2 | -6 | 1.1 | -4 | -3 | -2 | 5
NNc1nc2ccccc2c(=O)n1Cc1ccccc1 | 0.5 | 1.1 | -1 | 8 | 0.92 | -11 | -5 | -1 | -3
CCOc1cc2c(Cl)ncnc2c(OCC)c1OCC | -0.3 | 0.94 | -1 | -6 | 1.1 | 6 | 1 | -1 | 1
O=C(NC1CCCC1)C(c1ccsc1)N(C(=O)Cc1cccs1)c1ccc(F)cc1 (stereo unspecified) | -0.1 | 1.1 | -2 | 7 | 0.93 | -8 | -6 | -1 | -2
CCC1CCCCN1C(=O)CSc1nc2ccsc2c(=O)n1Cc1ccccc1 (stereo unspecified) | 8.1 | 1.1 | 2 | 9 | 0.91 | -11 | -1 | -6 | 3
OCCNc1nc2ccccc2[nH]1 | -2.2 | 0.89 | 1 | -11 | 1.1 | 11 | 3 | 1 | 3
O=C(NC1CCc2ccccc21)c1cc(COc2ccc(F)cc2Cl)on1 (stereo unspecified) | 4.1 | 1.1 | 1 | 11 | 0.89 | -10 | 4 | -2 | 4
Following part:
SMILES | MPTP inh | hIAP act | GRIN3A LBD mod | mIAP inh | mIAP act | hIAP block | A3G deaminase | beta cell repl | APOBEC3A inh
COc1ccc(C(=O)NC2CCCc3ccccc32)cc1 (stereo unspecified) | -1.7 | 1 | -1 | -5 | 1 | -2 | -3 | -1 | -2
CCOc1ccc(S(=O)(=O)Nc2ccc(C(=O)NCCCN3CCCC3=O)cc2)cc1 | -0.2 | 0.9 | 2 | -8 | 1.1 | 10 | -7 | -1 | 0
CSCC[C@H](NC(=O)Nc1ccc(S(N)(=O)=O)cc1)C(=O)O | 1.5 | 0.96 | 1 | -15 | 1.1 | 4 | -4 | 1 | -4
COc1ccccc1/C=C/C(=O)c1c2c(c(C)[nH]c1=O)CCCC2 | -0.6 | 1.1 | -3 | 8 | 0.92 | -14 | -4 | -2 | -1
CCCOC(=O)c1c(-c2ccc(C)cc2C)csc1NC(=O)C1C2CCC(O2)C1C(=O)O (stereo unspecified) | 5.3 | 0.95 | -1 | 16 | 0.84 | 5 | 12 | 1 | -1
Brc1ccc(-c2ccccc2)cc1 | 0.8 | 1.1 | 2 | -4 | 1 | -11 | -10 | -2 | -2
Cn1c(CNC(=O)CNS(=O)(=O)c2ccc(Br)cc2)cc(=O)n(C)c1=O | 0.7 | 0.78 | 2 | 7 | 0.93 | 22 | -7 | 0 | 0
C/C(CC(=O)Nc1ccc(N(C)C)cc1)=N\NC(=O)c1ccc([N+](=O)[O-])cc1Cl | 0.3 | 1.2 | 1 | 2 | 0.98 | -17 | -5 | -4 | -10
CCC(C)NC(=O)CSc1nnc(-c2ccc(Cl)cc2)n1N (stereo unspecified) | -2.7 | 0.97 | -18 | 1 | 0.99 | 3 | 14 | 4 | -3
O=c1c2ccccc2nc2n1C(CBr)CN2 (stereo unspecified) | -0.3 | 0.97 | -1 | 6 | 0.94 | 3 | -6 | -2 | -2
Cc1occc1C(=O)Nc1nnc(C(F)(F)F)s1 | 1.5 | 1.2 | 0 | -17 | 1.2 | -18 | -5 | 0 | -10
Cc1ccc(-c2nnc(SCC(=O)N/N=C/c3ccc(C(=O)O)cc3)n2C2CCCCC2)cc1 | -0.1 | 0.87 | -1 | 7 | 0.93 | 13 | -4 | 0 | -5
CN(CC(=O)Nc1cccc(F)c1)C(=O)C1CC(=O)N(Cc2ccco2)C1 (stereo unspecified) | -1.0 | 0.92 | -1 | 1 | 0.99 | 8 | -8 | -1 | 1
CCc1cc2c(=O)c(Oc3ccccc3F)c(C)oc2c(CN(C)C)c1O | 1.2 | 1 | -5 | -8 | 1.1 | -2 | 0 | 1 | 0
COc1ccc(/C=N/OCC(=O)Nc2nc3ccccc3s2)cc1 | 0.2 | 0.83 | 1 | 15 | 0.85 | 17 | 1 | 0 | 0
Cc1ccc(CS(=O)(=O)c2ncc(Cl)c(C(=O)Nc3nnc(C(C)C)s3)n2)cc1 | -1.1 | 0.88 | 2 | -2 | 1 | 12 | 2 | -8 | 13
O=C1CCCCN1CCC(=O)N1CCCC(N2CCN(c3ccccc3)CC2)C1 (stereo unspecified) | -2.8 | 1.3 | 0 | 3 | 0.97 | -26 | -8 | 2 | -8
NS(=O)(=O)c1ccc2nc(NC(=O)CS(=O)(=O)c3ccc(F)cc3)sc2c1 | 0.8 | 1.1 | -2 | 6 | 0.94 | -9 | -1 | -3 | -2
COc1cccc(CNS(=O)(=O)c2c(C)[nH]c(C)c2C(=O)N2CCCC2)c1 | 0.8 | 1.2 | 0 | 9 | 0.91 | -18 | -5 | 0 | -3
Nc1nc(CN2CCCCCC2)nc(Nc2ccccc2)n1 | -0.6 | 1.2 | -1 | -17 | 1.2 | -16 | -6 | -2 | -2
COc1ccc(OC)c(CNC(=O)C2CCCN(C(=O)N(C)C)C2)c1 (stereo unspecified) | 0.1 | 1 | -12 | -3 | 1 | -3 | 3 | -3 | -1
CCn1cc(SCC(=O)Nc2cc(C)on2)c2ccccc21 | 0.2 | 1.2 | -2 | 6 | 0.94 | -19 | -4 | -2 | -1
CNS(=O)(=O)c1cccc(C(=O)Nc2cccc(Cl)c2)c1 | 1.6 | 0.98 | -21 | -8 | 1.1 | 2 | -2 | 2 | 0
COc1ccc(/C=C/C(=O)NNC(=O)C(C)Oc2ccccc2F)cc1OC (stereo unspecified) | -2.5 | 1.7 | 1 | 10 | 0.9 | -73 | -4 | 5 | 2
O=C(CCC1CCCNC1)c1ccccc1 (stereo unspecified) | . | 1 | . | -4 | 1 | -4 | -3 | -5 | -5
Cc1cc(C)c[n+](-c2nc3ccccc3nc2[N-]S(=O)(=O)c2ccc(Br)s2)c1 | 3.0 | 1 | 1 | -3 | 1 | -2 | -11 | -1 | -4
CCN(CC)S(=O)(=O)c1ccc(N=NC2=C(O)CCCC2=O)cc1 | 0.9 | 1 | 0 | 16 | 0.84 | 0 | -2 | 0 | -3
CCOC(=O)c1nnc(-c2ccc(C)cc2)nc1Oc1ccc(Cl)cc1Cl | 1.3 | 1.1 | -1 | 3 | 0.97 | -12 | 6 | -4 | -4
CN(C)C(=O)CN1C(=O)NC2(CCCc3ccccc32)C1=O (stereo unspecified) | -1.0 | 1 | 1 | -2 | 1 | -1 | -2 | -1 | 1
Cc1nnc(NC(=O)c2ccc(S(=O)(=O)N3CC(C)OC(C)C3)cc2)o1 (stereo unspecified) | -1.7 | 0.95 | 1 | 3 | 0.97 | 5 | -1 | -4 | -2

Of the compounds above, seven have a thiophene ring, fused or not:
SMILES | MPTP inh | hIAP act | GRIN3A LBD mod | mIAP inh | mIAP act | hIAP block | A3G deaminase | beta cell repl | APOBEC3A inh
C=CCn1cnc2scc(-c3ccc(OC)cc3)c2c1=O | 0.2 | 1.1 | 1 | 9 | 0.91 | -13 | -6 | -3 | -1
CCOC(=O)c1oc2ccccc2c1NC(=O)Cc1cccs1 | -0.2 | 1.1 | 1 | -2 | 1 | -14 | -3 | -1 | 2
CCC(=O)NCC(c1cccs1)S(=O)(=O)c1ccc(C)cc1 (stereo unspecified) | 0.7 | 1 | -2 | -6 | 1.1 | -4 | -3 | -2 | 5
O=C(NC1CCCC1)C(c1ccsc1)N(C(=O)Cc1cccs1)c1ccc(F)cc1 (stereo unspecified) | -0.1 | 1.1 | -2 | 7 | 0.93 | -8 | -6 | -1 | -2
CCC1CCCCN1C(=O)CSc1nc2ccsc2c(=O)n1Cc1ccccc1 (stereo unspecified) | 8.1 | 1.1 | 2 | 9 | 0.91 | -11 | -1 | -6 | 3
CCCOC(=O)c1c(-c2ccc(C)cc2C)csc1NC(=O)C1C2CCC(O2)C1C(=O)O (stereo unspecified) | 5.3 | 0.95 | -1 | 16 | 0.84 | 5 | 12 | 1 | -1
Cc1cc(C)c[n+](-c2nc3ccccc3nc2[N-]S(=O)(=O)c2ccc(Br)s2)c1 | 3.0 | 1 | 1 | -3 | 1 | -2 | -11 | -1 | -4
